Eya2 inh – blocks the phosphatase activity of human Eya2. Potency, µM (doses to about 76.9 µM), inactives show at the highest dose activity, negative = inhibition, actives largely listed as inhibitors. recombinant Eya2, OMFP fluorescence dephosphorylation (OMFP is methylfluorescein phosphate). actives 0.006% (n = 330,000); also: potency is read from the fitted curve at half-maximal effect; % is scaled to controls: 0 for no effect and ±100 for the full control effect
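Eya2 (0.2 uM) preincubated 10 min at ambient with compound, then OMFP substrate added at 50 uM; 10 min reaction in 50 mM HEPES pH 7.5, 50 mM NaCl, 5 uM MgCl2, 0.05% BSA, 1 mM DTT. Fluorescence read at Ex 485/Em 525 nm.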
Mito fusion act – blocks mitochondrial division or promotes mitochondrial fusion | S. cerevisiae fusion-defective mutant growth rescue, CellTiterGlo 48 h | Potency, µM (series often up to 46.1 µM), without a hit: at the top dose growth rescue (activation), actives largely listed as activators | actives 0.23% (n = 320,000) | AID 485298;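 also: potency is read from the fitted curve at half-maximal effect; % of control where 0% means no effect; nearly all actives have a fitted effect of over 45% in size; temperature-sensitive fusion mutants such as fzo1-1 at 37 °C on non-fermentable ethanol glycerol medium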
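Read-out: ATP-based luminescence (CellTiterGlo, 10 min ambient) reporting growth of fusion-defective ts yeast after 48 hours at 37C on glycerol/ethanol YPEG medium in the presence of compound.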
USP2a block – USP2a (human) protease inhibition; actives 0.01% (n = 330,000); AID 463254; O75604; Potency, µM (doses to about 38.3 µM), for the others: at the top dose activity change, negative = inhibition, actives largely listed as inhibitors; USP2 core, Ub-CHOP2 coupled fluorogenic reporter, 485/531;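 also: potency is read from the fitted curve at half-maximal effect; plate controls were DMSO wells for no effect and full inhibition by NEM control for full effect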
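Cell-free coupled assay: 10nM USP2 core preincubated 30min RT with compound in Tris-HCl pH 8.0/CaCl2/CHAPS buffer, then 25nM Ub-CHOP2 and 25nM reporter substrate; fluorescence (Ex 485/Em 531) read after 60min RT, normalized to NEM inhibition, concentration-response curves fitted.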
KCNH2 WT inh – inhibitors of human wildtype KCNH2 potassium channel; Q12809; U2OS, BacMam KCNH2, thallium flux FluxOr; stronger effect = lower value; activity change, % at 1.84 µM; actives 0.37% (n = 340,000); AID 720551;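 active = maximum activity change below -70%; inconclusive = maximum activity change between -70% and -50%; inactive = maximum activity change above -50%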; also: % is scaled to controls: 0 for no effect and ±100 for the full control effect
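U2OS cells transduced with wild-type KCNH2 virus are loaded with FluxOr dye for 45 min, and thallium flux is measured in kinetic reads before and after stimulation buffer. Rate constants are normalized to DMSO controls.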
TSHR antagonist – blocks TSH signaling through the human TSH receptor. activity change, negative = inhibition, % at 11.5 µM. actives 0.2% (n = 330,000). TSHR-expressing cells, TSH-stimulated cAMP HTRF, 2 h; stronger effect = lower value;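 active = activity change below a set negative limit, meaning inhibition stronger than a set level, cut at about -70% in these data; inconclusive = activity change between two set negative limits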; also: % is scaled to controls: 0 for no effect and ±100 for the full control effect
Target sequence (P16473 whole entry, looked up): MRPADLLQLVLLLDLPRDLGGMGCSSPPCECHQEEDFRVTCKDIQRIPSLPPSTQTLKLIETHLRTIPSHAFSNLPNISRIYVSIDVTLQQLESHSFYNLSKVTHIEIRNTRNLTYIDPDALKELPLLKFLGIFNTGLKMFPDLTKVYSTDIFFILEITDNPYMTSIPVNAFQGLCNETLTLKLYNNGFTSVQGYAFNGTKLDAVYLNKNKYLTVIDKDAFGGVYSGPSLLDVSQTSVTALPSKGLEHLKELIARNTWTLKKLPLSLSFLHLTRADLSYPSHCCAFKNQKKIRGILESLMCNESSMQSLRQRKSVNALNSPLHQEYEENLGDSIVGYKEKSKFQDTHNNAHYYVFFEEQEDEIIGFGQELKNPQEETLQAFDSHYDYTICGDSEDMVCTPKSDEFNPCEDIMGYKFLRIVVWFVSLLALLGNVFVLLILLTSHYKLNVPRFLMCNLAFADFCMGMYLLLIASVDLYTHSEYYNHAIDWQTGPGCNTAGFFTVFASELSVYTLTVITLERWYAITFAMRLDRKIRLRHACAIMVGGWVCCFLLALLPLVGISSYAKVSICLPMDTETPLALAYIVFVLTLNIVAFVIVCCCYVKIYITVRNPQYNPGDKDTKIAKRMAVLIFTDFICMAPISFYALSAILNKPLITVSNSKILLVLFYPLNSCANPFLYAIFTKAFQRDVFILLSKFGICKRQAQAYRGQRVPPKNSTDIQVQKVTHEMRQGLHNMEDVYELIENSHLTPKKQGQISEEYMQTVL
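TSHR-expressing cells, 200/well, pre-treated with compound, then stimulated with EC80 TSH (4nM final) for 2 hours at 37 deg C. cAMP measured by competitive HTRF: anti-cAMP cryptate antibody in lysis buffer plus cAMP-d2, read after 30 minutes at room temperature.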
TCR activator – activators of T cell receptors; primary human leukocytes, anti-CD3, IL-2 HTRF, 48 h; 330,000 tested, under 10 active; Potency, µM (highest dose often 9.22 µM), without a hit: at the top dose activation of IL-2 secretion, most hits filed as activators; also: % of control where 0% means no effect
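Primary human leukocytes incubated 48 hr with anti-CD3 beads plus compound, without co-stimulation. Secreted IL-2 measured by HTRF (europium cryptate/d2 anti-IL-2 pair, 320 nm excitation, 665 nm emission).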
ELG1 repair inh – blocks ELG1-dependent DNA repair in HEK293T cells; actives 2.3% (n = 330,000); HEK293T ELG1-luciferase reporter, luminescence, 16 h; DNA damage induced by 5-fluorouridine; Potency, µM (top dose mostly 46.1 µM), inactives show at the highest dose activity change, negative = inhibition, actives largely listed as inhibitors; AID 504467; also: potency is read from the fitted curve at half-maximal effect; % is scaled to controls: 0 for no effect and ±100 for the full control effect; nearly all actives have a fitted effect of over 55% in size
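Luminescence from the luciferase reporter, measured 30 min after ONE-Glo reagent at room temperature, was the read-out. Beforehand, 2,000 cells per well were exposed for 16 hr at 37 °C to 5-fluorouridine together with compound or vehicle.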
A-T KAP1 phos – potential ataxia-telangiectasia treatments restoring KAP-1 phosphorylation; Potency, µM (highest dose often 57.5 µM), without a hit: at the top dose activation, usual class: activators; actives 0.19% (n = 320,000); […] A-T fibroblasts, KAP-1 phosphorylation AlphaLISA; neocarzinostatin DNA damage 30 min before lysis; also: potency is read from the fitted curve at half-maximal effect; % of control where 0% means no effect; nearly all actives have a fitted effect of over 45% in size
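hTERT-immortalized A-T patient fibroblasts ([…]), 500 cells/well in OPTI-MEM, 1% FBS, got compounds for 60 min, then NCS for 30 min at 37C. Lysates were then assayed for phospho-KAP-1 by AlphaLISA (anti-pKAP1 donor, anti-KAP1 acceptor beads), 6 hr at 25C.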
TRPV1 ag – activates the human vanilloid receptor TRPV1; TRPV1-expressing cells, Fluo-8 calcium influx, agonist mode; activation, % at 8.33 µM; actives 0.19% (n = 320,000); AID 540275; in the data active = activation above about 80%; inconclusive = between about 30% and that limit; also: 0% is about no effect
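TRPV1-expressing cells were cultured overnight at 35.5C and loaded with Fluo-8 calcium dye for 40 to 90 min at room temperature. After a 10 s baseline, compound was added and calcium influx was read kinetically for 3 min (ex 480/em 520 nm).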
KCNH2 3.1 block – KCNH2 3.1 (human) potassium channel inhibition. actives 0.95% (n = 340,000). activity change, % (tested at about 1.8 µM). U2OS KCNH2 3.1, thallium flux FluxOr; stronger effect = lower value;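 active = maximum activity change below -70%; inconclusive = maximum activity change from -70% to -50%; inactive = maximum activity change above -50%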;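 also: thallium influx rate constant from kinetic fluorescence after stimulation buffer; % is scaled to controls: 0 for no effect and ±100 for the full control effect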
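U2OS cells transduced with KCNH2 3.1 mutant virus (1.77 x 10^8 /mL, 4 h), plated overnight at 37 C, loaded 45 min with FluxOr dye plus Red40 quencher. Thallium flux rate constant from kinetic reads after stimulation buffer, normalised to controls.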
* marks the source's active call; other numbers are inactive results; u = inconclusive; x = not tested or not shown; [ ] = dose if it differs, or a comment. Unless noted, calls follow the shape of the dose curve; as a rule, active = well fitted curve in the direction sought with a large enough effect; inconclusive = small, poorly fitted or top-dose-only effect, or another doubt; inactive = no such curve, though single readings can be large; an effect the other way counts as inactive or inconclusive. A portion of the library; rates above refer to the full screens.

SMILES	Eya2 inh	Mito fusion act	USP2a block	KCNH2 WT inh	TSHR antagonist	TCR activator	ELG1 repair inh	A-T KAP1 phos	TRPV1 ag	KCNH2 3.1 block
O=C(CN1CCCCC1)NC(=O)NC1CCCCC1	12%	1%	1%	-21	-6	7%	u	2%	3	0
CC(C)(C)c1ccc(C(=O)NC(=S)NNC(=O)COc2ccccc2)cc1	-4%	-4%	1%	-19	-7	2%	u	7%	10	-30
COc1cccc(C(=O)Nc2ccc3[nH]c(=O)[nH]c3c2)c1OC	8%	0%	1%	2	-5	-41%	u	-3%	-1	4
Nc1nc2nc(-c3cccs3)cc(C(F)(F)F)n2n1	5%	-3%	-1%	11	1	-3%	28%	5%	-1	-10
CSc1ccc(Cl)c(C(=O)NNC(=O)c2csc(N3CCOCC3)n2)c1	-20%	-15%	2%	-1	-3	-9%	-1%	3%	0	1
CCOc1ccc2nc(N(CCCN(C)C)C(=O)c3ccc(C(=O)c4ccccc4)cc3)sc2c1	-6%	-26%	-4%	-6	1	3%	-18%	5%	1	12
Cc1cccc(NC(=O)C2CCCCN2S(=O)(=O)c2ccccc2)c1C (configuration not stated)	11%	x	5%	5	x	x	-14%	-12%	x	12
Cc1ccc(C(=O)Nc2oc(-c3ccccc3)cc2C#N)cc1	x	1%	x	2	x	-62%	x	x	u	-3
O=C(O)CCC(=O)N1CCc2cc(S(=O)(=O)N3CCN(c4ccc(F)cc4)CC3)ccc21	37%	-5%	1%	-3	11	5%	5%	5%	-5	-101*
Cc1ccc(C(=O)N2CCC(C)CC2)cc1C	-8%	9%	0%	2	10	-3%[46.1 µM]	u	3%	3	1
CCOC(=O)N1CCC(NC(=O)c2ccc3c(=O)n4c(nc3c2)CCCC4)CC1	-29%	-3%	-3%	7	3	5%	-6%	-3%	2	19
CCOC(=O)C1CCCN(c2c(C(=O)c3ccccc3)cnc3ccc(OC)cc23)C1 (configuration not stated)	14%	-2%	1%	1	-9	3%	u	-6%	u	9
O=C(c1ccc2c(c1)OCCO2)C1CCN(S(=O)(=O)c2ccccc2F)CC1	-8%	7%	2%	25	1	-5%	-10%	-1%	x	1
COc1ccccc1C1CC(=O)Oc2cc(C)c(Cl)cc21 (configuration not stated)	-18%	x	-2%	-4	-18	3%[46.1 µM]	6%	1%[11.5 µM]	x	7
COc1cc(OC)c(Nc2cc(C)nc3nc(C)nn23)cc1Cl	16%	3%	0%	-3	-3	-5%	u	-7%	5	3
Cc1ccc(-n2c(C)n[nH]c2=S)cc1C	8%	-4%	0%	13	5	0%[46.1 µM]	8%	-1%	-5	-2
N/C(=N\c1nc(CSc2nc3ccccc3s2)cc(=O)[nH]1)Nc1ccc(F)cc1	4%	-4%	0%	-6	-8	-1%	u	-10%	-2	-10
CC(=O)c1ccc(OC(=O)COc2ccccc2Cl)cc1	-1%	0%	-2%	19	11	-5%	8%	1%	4	13
Cc1cc(C(=O)N/N=C2\CC(=O)c3ccccc32)c(C)n1-c1ccc(F)cc1	7%	0%	1%	6	-3	-6%	u	0%	0	5
Cc1cccc(-c2c3c(=O)n(C)c(=O)n(C)c3cn2C(C)C)c1	1%	2%	5%	-7	-3	x	-7%	0%	12	0
O=c1c2c(nc3c(-c4cccc(Br)c4)c[nH]n13)CCCC2	5%	4%	-1%	20	-13	-13%	u	4%	9	-1
Cc1ccccc1N(C(=O)c1snc(C(N)=O)c1N)C(C(=O)NCc1ccccc1)c1ccc(O)cc1 (configuration not stated)	-3%	-3%	3%	-3	-15	-7%	u	3%	3	2
CCc1ccc(/C=C2\SC(N3CCOCC3)=NC2=O)cc1	-3%	3%	2%	-7	-8	-3%	3%	-5%	90*	0
CCCCN(C)CCCNC(=O)c1cn(C)c2ccc(S(=O)(=O)N(C)C3CCCCC3)cc2c1=O	4%	3%	7%	-10	0	-1%	-3%	4%	-4	0
COc1ccc(/C=C(\C#N)C(=O)NCCCn2ccnc2)cc1	1%	-2%	2%	1	9	2%[46.1 µM]	-3%	-3%	-2	x

The list continues.
SMILES	Eya2 inh	Mito fusion act	USP2a block	KCNH2 WT inh	TSHR antagonist	TCR activator	ELG1 repair inh	A-T KAP1 phos	TRPV1 ag	KCNH2 3.1 block
O=C1c2ccccc2C(=O)N1c1ncccn1	5%	-3%	0%	-5	21	1%	6%	-7%	-3	-9
Cc1ccc(N(CCC(=O)N2CCOCC2)S(=O)(=O)c2ccccc2)cc1	-8%	3%	0%	3	16	3%	18%	1%	7	-5
CNC(=O)c1ccc(NC(=O)CN2c3cccc4cccc(c34)S2(=O)=O)cc1	10%	-2%	0%	-3	-13	-2%	u	1%	-1	-23
O=C(CCNC(=O)Cn1ccc2ccccc2c1=O)NCCC1=CCCCC1	-1%	7%	4%	3	9	-5%	2%	-5%	1	2
COc1ccc(CC(=O)N2CCN(S(=O)(=O)c3cccs3)CC2)cc1OC	0%	5%	1%	4	-3	2%	u	-15%	-1	0
Cc1ccc(OCc2ccccc2Br)c([N+](=O)[O-])n1	-6%	-10%	1%	-11	1	1%	u	4%	8	-5
COc1ccc(OC)c(N(CC(=O)NCCSCc2ccco2)S(=O)(=O)c2ccc(OC)c(OC)c2)c1	1%	-2%	0%	20	-7	-1%	-2%	6%	0	1
CCc1cccc(C)c1NC(=S)N(CCCN1CCOCC1)Cc1cccnc1	-18%	3%	2%	-7	32	4%	18%	5%	3	3
C=CCOc1c2ccc(C(=O)NC3CCCc4ccccc43)cc2nn1C (configuration not stated)	-11%	-3%	0%	23	5	0%	2%	-1%	-1	9
Cc1noc(C)c1COc1ccc(C(=O)NCCc2ccc(F)cc2)cc1	-10%	5%	5%	-7	-1	x	-4%	-3%	u	8
CCOC(=O)N1CCc2c(sc(NC(=O)CCS(=O)(=O)c3ccccc3)c2C(N)=O)C1	0%	-2%	1%	6	-13	1%	6%	-23%	1	-8
O=C(CCSc1ccccc1)NNC(=O)c1ccccc1F	-4%	3%	-1%	2	0	-3%	17%	10%	-3	2
CCCCn1c(N)c(N(CCOC)C(=O)c2cc(Cl)nc3ccccc23)c(=O)[nH]c1=O	-15%	-7%	2%	-9	-4	3%	2%	2%	-3	12
CCOCCCNc1nc(=S)[nH]c2cc(OC)c(OC)cc12	2%	-2%	-2%	18	-9	0%	u	-1%	-1	9
CCCCCc1cc(=O)oc2c(C(CCN3CCN(c4ccccc4)CC3)c3ccc(N(C)C)cc3)c(OC)cc(OC)c12 (configuration not stated)	-10%	-54%[inhibitor]	0%	x	1	-12%	u	-19%	0	x
COc1ccc(C(=O)Cc2cc3cccc(OC)c3oc2=O)cc1	-6%	4%	2%	x	-8	8%	u	-3%	-2	8
Cc1c(NC(=S)NC(=O)CSc2ccc(Cl)cc2)cccc1C(=O)O	10%	2%	0%	14	-7	4%	-2%	9%	0	-8
CCC(Oc1ccccc1)C(=O)Nc1ccc(S(=O)(=O)Nc2cc(C)on2)cc1 (configuration not stated)	-1%	6%	-1%	-9	1	3%	-2%	-3%	0	-2
CCc1noc(C)c1C(=O)Nc1nc2ccc(F)cc2s1	20%	21%	2%	-8	-1	-4%	u	-7%	-2	2
CCCCSc1ncnc2[nH]ncc12	-5%	19%	0%	5	5	-4%	0%	-6%	-1	9
O=C(N/N=C/c1cccc([N+](=O)[O-])c1)c1cccs1	0%	1%	-1%	-7	7	-3%[46.1 µM]	u	1%	15	-9
CCc1ccc(N2CC(C(=O)Nc3ccc(S(=O)(=O)Nc4ncccn4)cc3)CC2=O)cc1 (configuration not stated)	-3%	16%	-3%	-15	12	6%	0%	-3%	-1	10
Cn1c(N)c(C(=O)COC(=O)Cn2cc(C(F)(F)F)ccc2=O)c(=O)n(C)c1=O	8%	-3%	2%	-10	-13	-6%	0%	19%	1	-10
O=C(CSc1cc(Cl)ccc1Cl)NCCCn1ccnc1	17%	-1%	2%	5	3	-5%	-17%	2%	15	0
COc1ccc(NC2CCCN(C(=O)CSc3ccncc3)C2)cc1 (configuration not stated)	11%	-3%	0%	-16	-6	6%	-6%	-2%	18	-4
CCCN(CCC)CCNC(=O)c1cc2c(=O)n(CC)c3ccccc3c2s1	3%	0%	1%	-12	-2	-5%	u	-7%	-3	26
Cc1ccc([N+](=O)[O-])c(OCCN2CCNCC2)c1	2%	-15%	1%	-3	-1	-6%[46.1 µM]	-11%	2%	-3	-5

Source: PubChem (National Center for Advancing Translational Sciences (NCATS))
